Assay outcomes: PubChem, Sanford-Burnham Center for Chemical Genomics
ER stress surv: ER stress cell death inhibition; actives 0.33% (n = 48,000); AID 1010; relative survival (cellular ATP), % at 15 µg/mL (by protocol); CSM14.1 thapsigargin ER stress survival, ATP luminescence;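 active means survival measured by cellular ATP above 50% at 15 µg/ml in the first screen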;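 further: cell death triggered by about 15 µM thapsigargin; ATP read 24 h after thapsigargin was added; plate controls were thapsigargin with DMSO for no effect and DMSO without thapsigargin for full effect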
* marks the source's active call; other numbers are inactive results. These rows are one share of the data. The share of hits here may be higher or lower than overall.

structure	ER stress surv
COc1ccc(NC(=O)c2ccc(CN3CCN(c4ccccc4)CC3)cc2)cc1	2
CC(C)CN1C(=O)/C(=C/c2ccc([N+](=O)[O-])cc2)SC1=S	1
Cc1ccc(NC(=O)c2ccc(I)cc2)cc1C	10
C/C(=N\NC(=O)c1ccccn1)c1ccc([N+](=O)[O-])cc1	2
CC(=O)Nc1ccc(S(=O)(=O)Nc2ccc(F)cc2F)cc1	7
Cc1ccc(C2C(C#N)=C(N)Oc3n[nH]c(C)c32)o1 (configuration not stated)	3
CC(C)c1ccccc1NC(=O)C(C)N1C(=O)c2ccccc2C1=O (configuration not stated)	9
COc1ccccc1OCCOc1ccc(C=O)cc1	4
O=C(CCc1ccccc1)NNC(=S)Nc1ccccc1	17
COc1cc(-c2nc3nnc(C)n3[nH]2)cc(OC)c1OC	19
COC(=O)C1C(=O)CC(C)(O)C(C(=O)OC)C1/C=C/c1ccccc1 (configuration not stated)	4
CC(=O)N(Cc1ccco1)C1CC(=O)N(c2ccc(Cl)cc2)C1=O (configuration not stated)	4
O=C(NCc1ccc(F)cc1)c1ccccc1I	0
Cc1onc(-c2c(Cl)cccc2Cl)c1C(=O)Nc1cc(C(N)=O)cc(C(N)=O)c1	4
O=C(Nc1ccc(Br)cc1)c1cccc2c1C(=O)c1ccccc1-2	10
O=C(Cc1ccccc1)NC(c1ccco1)c1c(O)ccc2ccccc12 (configuration not stated)	-4
COC(=O)c1c(NC(=O)c2ccc(C)c([N+](=O)[O-])c2)sc2c1CCC2	6
CCOC(=O)c1ccccc1NS(=O)(=O)c1ccc(OC)c(OC)c1	0
COc1ccc(N(CC(=O)Nc2ccc(C)cc2)S(C)(=O)=O)c(OC)c1	2
Cc1[nH]nc2c1C(c1cc(Br)cs1)C(C#N)=C(N)O2 (configuration not stated)	-4
CCOc1cc(/C=C2\SC(=S)N(NC(=O)c3cccc([N+](=O)[O-])c3)C2=O)ccc1O	6
CC(C)(C)c1ccc(C(=O)NCCOCc2ccccc2)cc1	8
O=C1c2ccc([N+](=O)[O-])cc2C(=O)N1Cc1ccccc1	3
CCC(=O)Nc1cccc(-c2nc3ccccc3s2)c1C	0
CCCC(=O)Nc1ccc2c(c1)OCCO2	0
Clc1ccc(N2CCN(N=Cc3ccccc3Br)CC2)cc1	5
O=[N+]([O-])c1cc(-n2cnnn2)ccc1Sc1nnnn1-c1ccccc1	5
N#Cc1c(N)nc2sc(C(=O)Nc3ccccc3)c(N)c2c1-c1ccco1	-2
Cc1ccc(Cl)cc1NC(=O)CSc1nc2ccc(N3C(=O)c4ccccc4C3=O)cc2s1	16
COC(=O)C1=C(C)NC2=C(C(=O)CCC2)C1c1ccc(OC(C)=O)cc1 (configuration not stated)	4
CC(C)(C)C(=O)Nc1ccccc1C(=O)Nc1ccccc1	2
O=C(O)CSc1nc2ccccc2c(=O)n1-c1ccccc1	-3
CC(C)C(NC(=O)OCc1ccccc1)C(=O)NCC(=O)OC(C)(C)C (configuration not stated)	-1
Cc1cc([N+](=O)[O-])ccc1NC(=O)COc1ccccc1C	2
Cn1cc(/C=C/C(=O)c2ccc(Cl)cc2)c2ccccc21	-2
COc1ccc(O)c(/C=N/c2nc3ccccc3[nH]2)c1	-8
O=C(Nc1cccc(I)c1)c1cc2ccccc2oc1=O	3
COc1ccc2c(c1OC)C(=O)N(c1ccc(C)cc1)C2=O	-6
O=C(O)CCN1C(=O)S/C(=C\c2ccccc2)C1=O	6
O=C(COc1ccc(-c2ccccc2)cc1)N/N=C/c1ccncc1	-11
COc1ccc(C2Nc3ccccc3C(=O)N2Cc2ccccc2)cc1Cn1cc([N+](=O)[O-])cn1 (configuration not stated)	-3
Cc1onc(-c2c(F)cccc2Cl)c1C(=O)NCC1COc2ccccc2O1 (configuration not stated)	2
Cc1cc(NC(=O)C2CCCCC2)cc(C)c1O	1
CC(=O)Oc1c(Cl)c(Cl)c(OC(C)=O)c2ccccc12	8
COC(=O)C1=C(C)NC2=C(C(=O)CC(c3ccc4c(c3)OCO4)C2)C1c1ccccc1F (configuration not stated)	8
O=[N+]([O-])c1cccc(C2Nc3ccc(Cl)cc3C3C=CCC32)c1 (configuration not stated)	16
CC1(C)Cc2nc(NC(=S)Nc3ccccc3)c(C(=O)O)cc2CO1	0
CCOC(=O)c1cccc(/C=C/N(C)C)c1[N+](=O)[O-]	-8
CSc1ccc(S(=O)(=O)N(CC(=O)Nc2ccccc2Cl)c2ccc(C)cc2)cc1	7
Cc1cccc(Cn2cc(/C=C(\C#N)C(=O)Nc3ccc(F)cc3)c3ccccc32)c1	5
Cc1cccc(C(=O)Nc2sc3c(c2C(=O)N2CCN(C)CC2)CCCCC3)c1	9
COc1ccc(NC(=O)c2ccc(F)c3ccccc23)c(OC)c1	15
Cc1ccc(NC(=O)/C(=C\c2ccc(C)o2)NC(=O)c2ccccc2I)cc1	5
CC(C)CC(NC(=O)/C(=C/c1ccccc1F)NC(=O)c1ccccc1)C(=O)O (configuration not stated)	9
C=CCn1c(SCC(=O)NCc2cccnc2)nc2sc(C)c(C)c2c1=O	2
Cc1cc(Oc2ccccc2F)c(F)cc1[N+](=O)[O-]	1
O=C(Nc1ccc2oc(-c3ccc(F)cc3Cl)nc2c1)c1ccco1	6
COc1cc(/C=c2\sc3nc4ccccc4n3c2=O)ccc1OC(=O)c1ccc(Cl)cc1	-3
C=CC(=O)Oc1ccc(N2C(=O)C3CC=C(C)CC3C2=O)cc1 (configuration not stated)	-11
O=C(/C=C/c1cccc2ccccc12)c1ccncc1	12

The list goes on.
structure	ER stress surv
CN1C(=O)C(=Cc2ccccc2OC(=O)c2ccccc2)C(=O)N(C)C1=O	14
C1=CCC(/C=N/N=C(/c2ccccc2)C23CN4CN(CN(C4)C2)C3)CC1 (configuration not stated)	17
CCOC(=O)c1ccc(NC2=C(C(=O)C(F)(F)F)CCCC2)cc1	8
CCOc1ccc(NC(=O)CN(c2cccc(C(F)(F)F)c2)S(C)(=O)=O)cc1	1
O=C(Nc1ccc(Cl)cc1)C1C2/C=C\CCCCC21 (configuration not stated)	9
COc1ccc(N(CC(=O)Nc2ccc3ccccc3c2)S(=O)(=O)c2ccccc2)cc1	9
CN(C)c1ccc(C=Nc2nonc2N)cc1	14
CCOc1cc(/C=C2/C(=N)N3N=C(CC)SC3=NC2=O)ccc1OC(=O)c1cccc([N+](=O)[O-])c1	-2
CCC(=O)Nc1ccc(NC(=O)/C=C/c2ccc(-c3ccc(Cl)cc3Cl)o2)cc1	2
CCOc1ccc(C(=O)NCc2ccc3c(c2)OCO3)cc1	8
Clc1ccc(CNC23CN4CN(CN(C4)C2)C3)cc1	6
O=C1OC(OC2CCCCC2)(c2ccccc2)c2ccccc21 (configuration not stated)	15
Cc1ccc(N2CC(C(=O)NCC(C)O)CC2=O)cc1 (configuration not stated)	-2
COc1cc(C(=O)Nc2ccc([N+](=O)[O-])cc2Cl)cc(OC)c1OC	6
CC(C)C12CN3CC(C(C)C)(CN(C1)C3c1cccc([N+](=O)[O-])c1)C2=O (configuration not stated)	16
COc1ccc(CNC(=O)c2ccc(Cl)c(Cl)c2)cc1	4
O=C(Nc1ccc(-c2nc3cc(Cl)ccc3o2)cc1)c1cccs1	9
CC1=CC(C)(C)N(C(=O)CSc2nc3ccccc3s2)c2ccccc21	0
Cn1c(=O)c2c3c(sc2n2c(SCc4ccccc4)nnc12)CCC3	5
COc1ccc(OC)c(/C=N/n2c(C)nc3ccccc3c2=O)c1	8
COc1cc(/C=C2\SC(=S)N(CC(=O)O)C2=O)cc(OC)c1OC	6
Cc1cc(C)c2c(c1)NC(c1ccc([N+](=O)[O-])cc1)C1CC=CC21 (configuration not stated)	1
Cc1cccc(N2C(=O)/C(=C3/C(=O)N(C)c4ccccc43)SC2=S)c1C	5
O=C(CSc1nc2ccc(N3C(=O)c4ccccc4C3=O)cc2s1)NCCOc1ccccc1	4
O=C(CCN1C(=O)/C(=C\c2cccs2)SC1=S)Nc1cc(Cl)ccc1O	0
CCOC(=O)c1c(NC(=O)COc2cc(C)ccc2C(C)C)sc(C(C)=O)c1C	14
CCOC(=O)C1=C(C)N(CC)C(=O)NC1c1ccccc1Cl (configuration not stated)	12
Nc1ccc(Cl)cc1-n1nc(-c2ccc(F)cc2)c2ccccc2c1=O	7
Oc1ccc(Nc2nc3ccccc3nc2Nc2ccc(O)cc2)cc1	-12
Cc1ccc(NS(=O)(=O)c2cccs2)cc1C	9
COc1ccc(/C=c2\sc3nc(-c4ccccc4)nn3c2=O)cc1	3
CN(C1=NC(=O)S/C1=C\c1ccc([N+](=O)[O-])cc1)c1ccc(O)cc1	-9
O=C(Nc1ccc(I)cc1)C1CC=CCC1C(=O)OCC(Cl)=C(Cl)Cl (configuration not stated)	-6
COCCNC(=O)CN(c1cc(Cl)ccc1OC)S(=O)(=O)c1ccc(C)c([N+](=O)[O-])c1	5
N#C/C(=N/Nc1ccccc1F)C(=N)N1CCOCC1	2
CCC(CO)N=CC1=C(O)C(C(=O)c2ccccc2)CCC1=O (configuration not stated)	-1
CC1CCN(C(=O)c2ccc(S(=O)(=O)N3CCOCC3)cc2)CC1	0
COc1ccc(CN2CCN(C3CCN(Cc4ccccc4)CC3)CC2)c(OC)c1	0
O=C(/C=C/c1ccc(Cl)cc1Cl)Nc1ccc2c(c1)OCO2	-1
O=C(Nc1ccc(Cl)c(Cl)c1)c1cnn2c1NC(c1ccc(Br)cc1)CC2C(F)(F)F (configuration not stated)	1
CCOc1ccc2nc(Nc3nc(O)c(C)c(=O)[nH]3)nc(C)c2c1	9
O=C(Nc1cc(NC(=O)C(F)(F)F)cc([N+](=O)[O-])c1)C(F)(F)F	13
Cc1ccc(NCCC(=O)c2cccc([N+](=O)[O-])c2)c(C)c1	27
Cc1cccc(CSCc2nnc(NC(=O)Nc3cccc(Cl)c3)s2)c1	6
CCN(CC)C(=O)c1sc(NC(=O)c2ccc(Cl)cc2)c(C#N)c1C	0
Nc1ccc(S(=O)(=O)Nc2nccc(/C=C/c3ccc(F)cc3)n2)cc1	-3
COc1ccc(/C=N/Nc2nc(N3CCCCC3)nc(N3CCCCC3)n2)cc1OC	6
O=C(NCCCO)/C(=C\c1ccco1)NC(=O)c1ccco1	6
CC(=O)/C=C/c1ccc(-c2cccc([N+](=O)[O-])c2)o1	-3
CC(=O)Nc1cc(-c2ccc(Cl)cc2)nn1-c1ccccc1	-1
NC(=S)N/N=C(\c1ccccc1)C12CC3CC(CC(C3)C1)C2	-2
CCC1CCc2c(sc(NC(=O)c3ccc(Br)o3)c2C(=O)OC)C1 (configuration not stated)	0
COc1ccc(/C=C2/C(C)=C(C#N)c3nc(N)c(C#N)c(C)c32)c(OC)c1	-4
COCc1ccc(C(=O)Nc2ccccc2C(=O)O)o1	-3
CC(C)CC(=O)NC(C(Cl)(Cl)Cl)S(=O)(=O)c1ccccc1 (configuration not stated)	6
O=C(COc1ccc2ccccc2c1)Nc1ccc(N2CCOCC2)c(Cl)c1	5
O=C(NN=C1CCCC1)c1ccc(O)cc1	-10
Cc1nc(-c2ccccc2)nc(N/N=C/c2ccccc2[N+](=O)[O-])c1C	15
O=c1cnnc(N/N=C\c2c(Cl)cccc2Cl)[nH]1	-2
COc1ccc(/C(C)=N\N=C2/NC(=O)C(Cc3ccc(C)cc3)S2)cc1 (configuration not stated)	7

Later entries.
structure	ER stress surv
COc1ccc(NC(=O)CN(c2ccc(C)cc2)S(=O)(=O)c2ccc(OC)c(OC)c2)c(OC)c1	2
O=C(O)CCCN1C(=O)C(=O)/C(=C(/O)c2ccccc2)C1c1cccc(F)c1 (configuration not stated)	0
Cn1c(=O)c2c(nc3cc(-c4ccccc4)cc(-c4ccccc4)n32)n(C)c1=O	6
O=C(Nc1ccc(S(=O)(=O)c2ccc(NC(=O)C(F)(F)F)cc2)cc1)C(F)(F)F	5
Cn1ncc(Cl)c1C(=O)N(C(=O)c1c(Cl)cnn1C)c1ccccc1C(F)(F)F	1
Cc1ccc(-n2ncnc2-c2ccc(Br)cc2)cc1Cl	8
O=c1[nH]c2ccc(Br)cc2c(-c2ccccc2)c1C1=NNC(c2ccc([N+](=O)[O-])cc2)C1 (configuration not stated)	-10
CCOC(=O)C(=CNc1cc(Cl)c(Cl)cc1Cl)C(=O)OCC	24
CCOC(=O)C1=C(C)N=c2s/c(=C\c3cn(C)c4ccccc34)c(=O)n2C1c1cccs1 (configuration not stated)	1
C/C(=N/N=C1/c2ccccc2C(=O)C1C(=O)C(c1ccccc1)c1ccccc1)c1cccs1 (configuration not stated)	10
